Bioassay records: PubChem, National Center for Advancing Translational Sciences (NCATS)
HCV inh: qHTS Assay for Inhibitors of Hepatitis C Virus (HCV); 3.4% of 340,000 active; Potency, µM (highest dose often 41.8 µM), without a hit: at the highest dose activity change, negative = inhibition, actives largely listed as inhibitors; Huh7.5.1 HCVcc-Cre infection, luciferase reporter, 44 h
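Reporter virus HCVcc-Cre (~0.5 moi) infects cells exposed to compound; seeding density 1,000 cells/well with 4 h settling beforehand. Luminescence, 15 sec read, taken 44 h post-infection following a 15 min RT substrate incubation.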
TbPYK inhibitor: qHTS of Trypanosoma Brucei Inhibitors | 0.12% of 410,000 active | Potency, µM (series often up to 76.8 µM), for the others: top-dose activity, negative = inhibition, hits mostly inhibitors | TbPYK enzyme, Kinase-Glo Plus ATP luminescence, 45 min | pyruvate kinase (Trypanosoma brucei), Q57TT1 | AID 624173, 2012; further: nearly all actives have a fitted effect of over 50% in size
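TbPYK + substrate in 50 mM TEA pH 7.2, 100 mM KCl, 10 mM MgCl2, 0.05% BSA, 0.01% Tween-20; cpd pinned; ADP 130 uM final; 45 min RT; Kinase-Glo Plus 10 min; luminescence endpoint.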
* hit, by the source's call; ? = inconclusive; [ ] = another dose, or the depositor's remark. The call rests on the fitted dose curve; in most records, active means well fitted curve in the direction sought with a large enough effect; inconclusive means small, poorly fitted or top-dose-only effect, or another doubt; inactive means no such curve, though single readings can be large; an effect the other way counts as inactive or inconclusive. On the % scale 0 is the no-effect control and ±100 the full control effect; potency means the concentration at half of the fitted maximal effect. Not all compounds are listed, so the mix of outcomes need not match the whole.

SMILES | HCV inh | TbPYK inhibitor
Cc1ccsc1/C=N/NC(=O)Cc1ccc([N+](=O)[O-])cc1 | -7% | 5%
COc1ccc(CNc2cccnc2)c(OC)c1OC | 1% | 1%
c1ccc(C[C@H]2CN=C(Nc3ccccc3)N2CC2CCCCC2)cc1 | -29% | 2%
C=CC[C@@H](Cc1ccc(F)cc1)C(=O)OC[C@@H]1CCCN1C(=O)[C@@H](CC=C)CC(=O)N[C@@H](CO)Cc1ccccc1 | 13% | 2%
COc1ccc2c(c1)[C@H]1[C@H](CO2)[C@H](c2ccccc2)[C@@]2(C)C(=O)N[C@H](C)C(=O)N12 | 5% | 1%
CN1C[C@@H]2[C@@H]3C(=O)N(Cc4ccccc4)C(=O)[C@@H]3[C@](Cc3ccccc3)(C1=O)N2C(=O)c1ccc(C(C)(C)C)cc1 | ? | -7%
CCN(C[C@H]1N[C@@](C)(C(=O)OC)[C@H]2C(=O)N(C)C(=O)[C@@H]12)S(=O)(=O)c1ccc(-c2ccccc2)cc1 | ? | 4%
CCOc1cc(/C=C2\SC(=S)N(NS(=O)(=O)c3ccc(C)cc3)C2=O)ccc1O | 7% | -6%
CCOC(=O)c1c[nH]c2ccc([N+](=O)[O-])cc12 | ? | -6%
CCCCn1c(N)c(N(CCOC)C(=O)c2cc(S(=O)(=O)N3CCOCC3)ccc2Cl)c(=O)[nH]c1=O | 22% | -1%
NCC(=O)c1ccccc1 | 0% | -4%
COc1cccc(NC(=O)CN(C)C(=O)c2cc(CN3C(=O)c4ccccc4C3=O)ccc2OC)c1 | 4% | -15%
C[C@H](CO)N1C[C@H](C)[C@@H](CN(C)S(=O)(=O)c2cccs2)Oc2ccc(NS(=O)(=O)c3ccccc3)cc2C1=O | 1% | 1%
C[C@H](CO)N1C[C@H](C)[C@@H](CN(C)S(=O)(=O)c2ccc(F)cc2)Oc2c(NS(=O)(=O)c3ccccc3)cccc2C1=O | 15% | -3%
Cc1ccc(CNC(=O)CCNC(=O)c2ccc([N+](=O)[O-])cc2)cc1 | -5% | 0%
CN1CCC(N(C)C(=O)/C(C#N)=C\c2ccc(OC(F)F)cc2)CC1 | 5% | 5%
Nc1c(N(CCO)C(=O)c2ccccc2OCc2ccccc2Cl)c(=O)[nH]c(=O)n1Cc1ccccc1 | -4% | 4%
CCOc1cc(C(=O)NC2CCCCCCC2)cc(OCC)c1OCC | -21% | -4%
NC(=S)NN=C1c2ccccc2-c2c(F)c(F)c(F)c(F)c21 | ? | 1%
O=C(N[C@@H]1c2ccccc2CC[C@@H]1OCc1ccccc1)c1ccc(-c2ccccc2)cc1 | 15% | 5%
COc1cc(CC(=O)OCC(=O)N2CCN(C(=O)c3ccco3)CC2)cc(OC)c1OC | 8% | -5%
O=C(CN1CCN(S(=O)(=O)c2ccccc2F)CC1)N1CCc2ccccc2C1 | -20% | -12%
COc1ccc(C2=NOC(C)(c3nnc(-c4ccccc4)o3)C2)cc1 (stereo unspecified) | ? | 6%
CC(C)CN(C(=O)Cn1c(C(F)(F)F)nc2ccccc21)c1c(N)n(Cc2ccccc2)c(=O)[nH]c1=O | -6% | 2%
COCOc1ccc(C=O)c(O)c1 | 12% | 3%
CCOc1ccc(S(=O)(=O)N2CCN(C3CC(=O)N(c4cccc(C(C)=O)c4)C3=O)CC2)cc1 (stereo unspecified) | 4% | 4%
CC(C)NC(=O)Nc1cccc2c1O[C@H](CN(C)S(=O)(=O)c1ccc(F)cc1)[C@@H](C)CN([C@H](C)CO)C2=O | -14% | -13%
Cc1ccc(C(=O)N2[C@@H]3CN(C)C(=O)[C@@]2(Cc2ccccc2)[C@H]2C(=O)N(C)C(=O)[C@@H]32)cc1 | 15% | 3%
COc1ccc(NC(=O)CCOc2cc(C)ccc2C)cc1S(=O)(=O)N1CCCCC1 | ? | 0%
COc1cc(OC)c2c(c1)O/C(=C\c1ccccc1)C2=O | ? | -2%
O=C1CC(c2ccccc2)=NO1 | 16% | -6%
COc1cc(/C=C2\SC(=O)N(CCNC(=O)c3c(C)noc3C)C2=O)cc(OC)c1OC | -2% | -8%
COc1ccc(-n2cc([N+](=O)[O-])c(=O)c3ccc(Cl)cc32)cc1 | 6% | 1%
Cc1cc(C(F)(F)F)nn1CC(=O)N(C)C1CCCCC1 | 20% | -5%
CCOC(=O)c1c(C)[nH]c(C)c1C(=O)COC(=O)c1cccnc1Cl | 25% | 8%
Cc1ccc(NC(=O)COC(=O)c2ccc(NC(=O)CC#N)cc2)cc1S(=O)(=O)N1CCOCC1 | 2% | 1%
O=[N+]([O-])c1ccc(NN=Cc2ccc3c(c2)OCO3)nc1 | 10% | -11%
CCOC(=O)c1cc(-c2nnc(-c3cc(OC)c(OC)c(OC)c3)o2)c(C)nc1C | ? | -1%
COc1cccc2c1N=C1CCCC3CN(C(C)=O)CCC123 (stereo unspecified) | 6% | 1%
Clc1cc(-c2ccccc2)nc(-c2ccccc2)n1 | ? | -13%
CCCCCc1cc(=O)c2ccccc2o1 | 21% | -1%
O=C(NCc1ccc(OC(F)(F)F)cc1)c1cccc2c1C(=O)c1ccc(N3CCCCC3)cc1S2(=O)=O | 10% | 2%
COc1c2c(c3c(c1OC)c(=O)c1ccccc1n3C)OCO2 | 4% | 2%
O=C(CCC(=O)N1CCN(S(=O)(=O)c2ccc(Cl)cc2)CC1)NCc1cccc(C(F)(F)F)c1 | 11µM* | 5%
CC(=O)Oc1ccc(OC(C)=O)c2c1C1C=CC2CC1 | -24% | -9%
OC1COC(c2ccccc2)OC1C1OC(c2ccccc2)OCC1O (stereo unspecified) | 9% | 4%
Cc1nn(C(=O)N2CCOCC2)c(C)c1CN1C(=O)c2ccccc2C1=O | 0% | -8%
CC(NS(C)(=O)=O)C(c1cccs1)N1CCN(c2ccccc2F)CC1 (stereo unspecified) | 10% | 0%
O=C(NC1CCCCC1)c1ccc2c(c1)S(=O)(=O)c1ccccc1C2=O | -12% | -10%
CCOc1ccc(C(=O)NCC(=O)NNC(=O)c2cc(C)oc2C)cc1OCC | -4% | 7%
Next results follow:
SMILES | HCV inh | TbPYK inhibitor
CSc1ncccc1C(=O)OCC(=O)Nc1ccc(N2CCOCC2)cc1 | 11% | -12%
O=C(CN1C(=O)NC(c2ccccc2)(c2ccccc2)C1=O)Nc1ccc(N2CCOCC2)cc1 | ? | 18%
COc1cc(C(=O)OC(C)C(=O)Nc2ccc3c(c2)OCCO3)cc(OC)c1OC (stereo unspecified) | -20% | 0%
COc1ccc2c(c1)NP(=S)(c1ccccc1)N2C (stereo unspecified) | 1% | -17%
Cc1noc(C)c1S(=O)(=O)Nc1ccc2c(c1)C(=O)N([C@H](C)CO)C[C@H](C)[C@@H](CN(C)S(=O)(=O)c1ccc(F)cc1)O2 | 9% | -2%
COc1cc2c(c(OC)c1OC)C(=O)CO2 | 5% | 3%
CC(C)(C)OC(=O)C[C@@H]1C/C=C\C[C@H](CC(=O)N[C@H](CO)Cc2ccccc2)C(=O)N2CCC[C@H]2COC1=O | 6% | -2%
CC(C)(C)OC(=O)C[C@H]1C/C=C\C[C@@H](CC(=O)N(CCO)Cc2ccccc2)C(=O)N[C@H](Cc2c[nH]c3ccccc23)COC1=O | 11% | -5%
CC(=O)OC1CCC2(C)C(CCC3C4CC(N5CC5)C(C(C)=O)C4(C)CC(=O)C32)C1 (stereo unspecified) | ? | 3%
CC1CCCN(C(=O)C2CCN(S(=O)(=O)c3ccccc3)CC2)C1 (stereo unspecified) | 3% | -4%
COc1ccc2c(c1)OC[C@H]1[C@@H]2N2C(=O)[C@@H](C)NC(=O)[C@@]2(C)[C@H]1c1ccccc1 | -1% | -2%
CN(C)S(=O)(=O)c1cccc(NC(=O)c2ccc(N3CCCC3=O)cc2)c1 | 22µM* | 3%
O=c1o[nH]c(-c2ccccc2)c1-c1ccccc1 | 7% | 4%
Cn1c(-c2ccc(C(=O)c3ccccc3)s2)nc2ccccc21 | 14% | -22%
c1ccn(CCc2ccncc2)c1 | 12% | -2%
O=C(Nc1cccc(S(=O)(=O)NC2=NCCC2)c1)c1ccc(C(F)(F)F)cc1 | ? | 1%
O=[N+]([O-])c1ccc2nc(NN=Cc3ccc(O)cc3)sc2c1 | 1% | 0%
N#CCCN(C(=O)COC(=O)CCC(=O)c1cccs1)c1ccccc1 | 4% | -4%
COc1ccc(Cl)cc1CC=NNC(=O)c1ccncc1 | -9% | -2%
CCOC(=O)c1c(NC(=O)CSc2nnc(-c3ccc(Cl)cc3)o2)sc2c1CCC2 | 3% | 0%
CCN1C[C@@H]2[C@@H]3C(=O)N(C)C(=O)[C@@H]3[C@](CC)(C1=O)N2C(=O)c1ccc(C(F)(F)F)cc1 | ? | -8%
O=C(CSCC(=O)NN=Cc1ccccc1O)NN=Cc1ccccc1O | ? | -9%
COc1ccc(OC)c(COC(=O)c2cccc(S(=O)(=O)N3CCCCC3)c2)c1 | -10% | 5%
Cc1ccc(C)c(S(=O)(=O)N2CCN(C(=O)CCC(=O)NCc3ccc(Cl)cc3Cl)CC2)c1 | -8% | 0%
C[C@H]1COC(=O)[C@H](CC(=O)OC(C)(C)C)C/C=C\C[C@@H](CC(=O)NCCO)C(=O)N1 | 17% | 2%
O=C1CSc2ccc(C(=O)NCCc3ccc(Cl)cc3Cl)cc2N1 | ? | 3%
C[C@@H]1CN(S(=O)C(C)(C)C)[C@@H](CCO)/C1=C\c1ccccc1 (stereo partly specified) | 2% | -7%
COc1ccc2[nH]c3c(c2c1)CCN1C(=O)C(CC(=O)NCc2ccco2)C[C@H](C(=O)N(C(C)C)C(C)C)[C@@]31C (stereo partly specified) | ? | 0%
CC(C)(C)C(=O)N1CCC2CC1c1cc(Cl)ccc12 (stereo unspecified) | -16%[8.37 µM] | 3%
COc1ccc(CNC(=O)c2ccc(S(=O)(=O)N3CC(C)CC(C)C3)cc2)cc1OC (stereo unspecified) | ? | 3%
COc1cccc([C@@H]2CC=C(C(=O)O)[C@H](c3ccc(C)cc3)N2S(=O)(=O)c2ccc(C)cc2)c1 | 11% | 5%
O=[N+]([O-])c1ccc2c(c1)C(=NO)c1cc(F)ccc1-2 | ? | 2%
CC[C@]12c3[nH]c4cc(-c5ccco5)ccc4c3CCN1C(=O)[C@@H](CC(=O)NCCN1CCOCC1)C[C@@H]2C(=O)N1CCN(C(=O)C2CC2)CC1 | 9% | -8%
CCOC(=O)C1=C(COC(=O)CNS(=O)(=O)c2ccc(NC(C)=O)cc2)NC(=O)NC1C (stereo unspecified) | 6% | -9%
CCC1CCC2(CC1)NC(=O)N(CC(=O)N1CCc3ccccc31)C2=O (stereo unspecified) | -1% | 2%
CCC(=O)c1ccc(OCC(=O)OC(C)C(=O)Nc2c(C)n(C)n(-c3ccccc3)c2=O)cc1 (stereo unspecified) | 18% | 5%
O=C1C=C(NCCc2cc(Br)c(O)c(Br)c2)C(=O)c2ncccc21 | ? | ?
Cc1ccc(NC(=O)c2ccccc2F)c(NC(=O)c2ccccc2F)c1 | -24% | -1%
CCN1CCN(c2ccc(S(=O)(=O)N3CCOCC3)cc2NC(=O)c2ccc(OCC(C)C)cc2)CC1 | ? | 1%
COC(=O)[C@@H](Cc1c[nH]c2ccccc12)NCc1cccc(B(O)O)c1 | 1%[8.37 µM] | 2%
O=C(COC(=O)/C=C/c1ccccc1Cl)Nc1cccnc1Cl | 19% | 8%
COC1OC(CO)C(N(C)C(C)=O)C1O (stereo unspecified) | 13% | 2%
Cc1ccc(Cn2c(C(CO)Nc3nc(-c4ccc(Cl)c([N+](=O)[O-])c4)cs3)nc3ccccc32)cc1 (stereo unspecified) | ? | 1%
CC(C)=CCc1c2c(c(O)c3c(=O)c4c(oc13)-c1cc(O)c(O)cc1OC4C=C(C)C)C=CC(C)(C)O2 (stereo unspecified) | 23% | -1%

Not a retest: entries from further up.
SMILES | HCV inh | TbPYK inhibitor
CC[C@]12c3[nH]c4cc(-c5ccco5)ccc4c3CCN1C(=O)[C@@H](CC(=O)NCCN1CCOCC1)C[C@@H]2C(=O)N1CCN(C(=O)C2CC2)CC1 | 9% | -8%
CCOC(=O)C1=C(COC(=O)CNS(=O)(=O)c2ccc(NC(C)=O)cc2)NC(=O)NC1C (stereo unspecified) | 6% | -9%
CCC1CCC2(CC1)NC(=O)N(CC(=O)N1CCc3ccccc31)C2=O (stereo unspecified) | -1% | 2%
CCC(=O)c1ccc(OCC(=O)OC(C)C(=O)Nc2c(C)n(C)n(-c3ccccc3)c2=O)cc1 (stereo unspecified) | 18% | 5%
O=C1C=C(NCCc2cc(Br)c(O)c(Br)c2)C(=O)c2ncccc21 | ? | ?
Cc1ccc(NC(=O)c2ccccc2F)c(NC(=O)c2ccccc2F)c1 | -24% | -1%
CCN1CCN(c2ccc(S(=O)(=O)N3CCOCC3)cc2NC(=O)c2ccc(OCC(C)C)cc2)CC1 | ? | 1%
COC(=O)[C@@H](Cc1c[nH]c2ccccc12)NCc1cccc(B(O)O)c1 | 1%[8.37 µM] | 2%
O=C(COC(=O)/C=C/c1ccccc1Cl)Nc1cccnc1Cl | 19% | 8%
COC1OC(CO)C(N(C)C(C)=O)C1O (stereo unspecified) | 13% | 2%
Cc1ccc(Cn2c(C(CO)Nc3nc(-c4ccc(Cl)c([N+](=O)[O-])c4)cs3)nc3ccccc32)cc1 (stereo unspecified) | ? | 1%
CC(C)=CCc1c2c(c(O)c3c(=O)c4c(oc13)-c1cc(O)c(O)cc1OC4C=C(C)C)C=CC(C)(C)O2 (stereo unspecified) | 23% | -1%
